# MITF TRPM1 inh – reduces MITF-dependent TRPM1 promoter luciferase signal; 330,000 tested, 0.83% active; SK-MEL-5 TRPM1 promoter luciferase, 24 h; inhibition, % at 12.5 µM;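 active means mean inhibition across replicates of 60% or more, whatever share of single replicates reaches that level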; further: values of inactives mirror those of a sister screen read the other way
# CaV13 FRET inh – Primary screen for inhibitors of IQ motif and Ca2+-dependent inactivation inhibitor domain binding in CACNA1D, Förster resonance energy transfer in living cells, … | HEK cells, CFP/YFP FRET ICDI-IQ, plate reader, 10 min; percent FRET-ratio fall versus neutral wells | inhibition, % at 12.3 µM | 340,000 tested, 0.098% active | AID 743397;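 active means mean replicate inhibition of at least 30% and at least 1% of replicates passing that level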;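 further: 0% = median of the neutral control wells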
# PDI inh – blocks human protein disulfide isomerase activity; 350,000 tested, 0.052% active; inhibition, % at 10 µM; AID 588391; PDI insulin aggregation turbidity, A650, 90 min; P07237;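 active means mean inhibition across replicates of 30% or more, whatever share of single replicates reach that level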;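 further: absorbance from insulin aggregation driven by PDI reduction with DTT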
# Target sequence (P07237 whole entry, looked up): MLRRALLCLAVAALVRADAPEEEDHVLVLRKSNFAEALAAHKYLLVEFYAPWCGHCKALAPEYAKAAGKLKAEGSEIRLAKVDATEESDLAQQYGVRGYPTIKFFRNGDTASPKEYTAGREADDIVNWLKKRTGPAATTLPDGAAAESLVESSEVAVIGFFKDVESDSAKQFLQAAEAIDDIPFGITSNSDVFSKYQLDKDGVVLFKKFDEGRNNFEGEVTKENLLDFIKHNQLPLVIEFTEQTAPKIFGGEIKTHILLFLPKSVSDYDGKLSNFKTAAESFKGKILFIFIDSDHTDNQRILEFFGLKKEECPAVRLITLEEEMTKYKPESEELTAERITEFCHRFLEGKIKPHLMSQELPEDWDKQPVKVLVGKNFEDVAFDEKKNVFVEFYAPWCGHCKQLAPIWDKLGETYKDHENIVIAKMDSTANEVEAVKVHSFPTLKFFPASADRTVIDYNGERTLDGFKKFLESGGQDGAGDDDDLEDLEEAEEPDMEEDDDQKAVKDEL
# m5-HT2A agonist – mouse HTR2A agonism via beta-arrestin recruitment. P35363. CHO-K1 mHTR2A beta-arrestin complementation, luminescence; percent of 30 µM serotonin response. activation, % at 7.6 µM. 360,000 tested, 0.66% active. AID 624169;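 active means activation above a run cutoff, the mean activation of all tested compounds plus 3 SD, cut at about 14% in these data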;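 further: 0% = plate median of compound wells and 100% = 30 µM serotonin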
# NR2E3 ag-1 – activates human photoreceptor nuclear receptor NR2E3 | Q9Y5X4 | 320,000 tested, 0.12% active | inhibition of corepressor binding, % at 4.78 µM | GST-NR2E3/biotin-RetCOR TR-FRET, 1536-well | AID 2300;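 active means percent inhibition above the cutoff of mean plus 3 SD of all tested compounds, set per screening campaign, cut at about 20% in these data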;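 further: 0% = DMSO wells and 100% = biotin wells as full block of FRET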
# Target sequence (Q9Y5X4 whole entry, looked up): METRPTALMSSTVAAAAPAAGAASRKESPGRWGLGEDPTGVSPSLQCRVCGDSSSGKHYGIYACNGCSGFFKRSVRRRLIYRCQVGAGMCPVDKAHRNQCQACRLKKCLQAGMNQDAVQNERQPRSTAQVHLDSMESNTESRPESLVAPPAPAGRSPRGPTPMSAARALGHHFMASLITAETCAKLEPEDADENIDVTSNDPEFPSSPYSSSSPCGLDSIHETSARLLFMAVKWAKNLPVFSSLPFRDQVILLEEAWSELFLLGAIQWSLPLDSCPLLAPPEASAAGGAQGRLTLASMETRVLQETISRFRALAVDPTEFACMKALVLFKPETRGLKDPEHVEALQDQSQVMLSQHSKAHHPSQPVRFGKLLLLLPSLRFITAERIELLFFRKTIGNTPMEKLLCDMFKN
#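 Material – GST-tagged NR2E3 plus biotinylated RetCOR corepressor · Quantity – NR2E3 fusion 1.35 nM · Times – 5 h incubation at 4 °C · Medium – pH 7.5 Tris-based buffer · Technique – TR-FRET, Eu(K)-anti-GST donor, streptavidin-D2 acceptor, ex 340, em 617/671 nm · Benchmarks – high control biotin, low control 0.6% DMSO · Format – 1536-well plates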
# Peg3 promoter – inhibitors of Peg3 promoter. 360,000 tested, 1.7% active. inhibition, % at 20 µM. HeLa PEG-Prom luciferase reporter, luminescence, overnight;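 active means inhibition of at least 50% at 20 µM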
# Shn3 3UTR inh – reduces Shn3 3'UTR luciferase signal in osteoblasts; 360,000 tested, 0.52% active; Clone20 osteoblast Shn3 3'UTR firefly luciferase, 24 h; AID 588674; inhibition, % at 12.5 µM;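 active means mean inhibition of at least 75% with every replicate also reaching 75%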;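 further: 0% = median of neutral control wells and 100% = pilot-screen positive control compound; some compounds past the cut are filed as inactive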
# NR2E3 ag-2 – activates human NR2E3 receptor. AID 602229. CHO-S Gal4-NCOR/VP16-NR2E3 two-hybrid, luciferase. 360,000 tested, 0.35% active. Q9Y5X4. inhibition of corepressor binding, % at 3.98 µM;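 active means inhibition above the mean of all tested compounds plus 3 SD, cut at about 70% in these data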;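 further: 0% = DMSO with NR2E3 transfected cells and 100% = cells lacking NR2E3 construct; higher means lower luciferase signal from less NR2E3 corepressor binding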
# HIF-2a inh – HIF-2a inhibition. 786-0 RCC cells HIF-2a reporter, luciferase luminescence, overnight. inhibition, % at 18.8 µM. 360,000 tested, 0.72% active. AID 624352;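 active means inhibition of the luminescence signal of 40% or more relative to plate controls, in a single-dose primary screen at 18.75 µM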
# H9c2 protect – modulators protecting cardiomyocytes from myocardial damage | H9c2 cardiomyocytes, H2O2 injury protection, ATPLite, 2 h | protection from H2O2 cell death, % at 20 µM | 360,000 tested, 0.63% active | AID 588492;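 active means compounds giving at least 50% protection of heart cells from peroxide-induced death in the single-dose screen, raw or plate-pattern-corrected value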;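 further: 0% = DMSO wells with peroxide and 100% = DMSO wells without peroxide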
# iPSC survival up – hiPSC single-cell survival enhancement; ATPlite luminescence; 100% = ROCK inhibitor wells, 0% = DMSO; survival enhancement, % at 20 µM; 360,000 tested, 0.044% active; in the data active means survival enhancement above about 18%;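 further: cells exposed to compounds for 16 hours before the ATP read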
# The depositor's hits bear a star; / = no result given.
SMILES,MITF TRPM1 inh,CaV13 FRET inh,PDI inh,m5-HT2A agonist,NR2E3 ag-1,Peg3 promoter,Shn3 3UTR inh,NR2E3 ag-2,HIF-2a inh,H9c2 protect,iPSC survival up
CCOC(=O)C1CCN(C(=O)CCc2c(C)nc3c(-c4ccc(F)cc4)c(C)nn3c2C)CC1,/,-5.9,5.3,-3.3,-0.7,25.9,-3.2,-11.2,27.8,3.7,0.9
Cc1ccc(-c2c[n+](CC(=O)Nc3ccccc3C)c3n2CCC3)cc1,6.7,-5.0,1.0,1.9,-2.7,0.1,-7.0,14.8,13.0,2.4,0.0
Cc1ccc([N+](=O)[O-])cc1NC(=S)NC(=O)C(C)(C)C,1.5,/,8.9,0.9,1.6,2.4,0.4,-4.6,-19.9,-6.3,0.7
CN1CCN(C(=O)c2cnc(Cc3c[nH]c4ccccc34)c(I)c2)CC1,/,-7.1,20.9,-1.3,/,-13.8,-9.9,-3.4,1.0,2.4,-0.5
CC(=O)N1c2ccc(C)cc2C(c2ccccc2)CC1C (centres undefined),11.8,-4.2,-81.8,-4.3,0.6,-1.2,6.2,-12.7,-13.6,-3.8,1.9
CSCCC(NC(=O)c1ccco1)C(=O)Nc1cc(C)ccn1 (centres undefined),-44.9,-5.4,8.1,-1.7,-3.3,-232.9,-85.7,-75.4,-245.6,0.4,0.0
COC(=O)c1c(C)[nH]c(C(=O)OCC(=O)N(CC(C)C)c2c(N)n(Cc3ccccc3)c(=O)[nH]c2=O)c1C,-0.1,-1.2,-0.3,11.6,-6.2,10.7,3.4,-14.7,15.8,15.9,0.3
Cc1ccc(S(=O)(=O)N2CCCC(C(=O)NCc3ccccc3F)C2)cc1 (centres undefined),1.3,-5.1,6.1,2.0,2.4,11.4,15.6,-6.2,5.2,-3.1,0.4
Cn1c(=O)oc2cc(S(=O)(=O)N3CCC4(CC3)OCCO4)ccc21,12.6,-5.2,-2.2,7.2,1.5,-37.9,-14.0,11.8,-33.9,2.2,2.0
Cc1ccc(S(=O)(=O)N(C)C)cc1NC(=O)Nc1ccccc1,5.9,0.5,1.8,2.6,-4.4,25.0,-0.9,-41.1,10.9,-3.6,-0.3
COc1ccccc1-c1nnc(SCC(=O)Nc2ccc3[nH]c(=O)[nH]c3c2)n1N,4.9,-5.6,-3.7,-9.4,-3.3,8.1,-21.7,13.3,14.4,-0.8,-0.4
Cc1cc(C)c(S(=O)(=O)N2CCCC(C(=O)N3CCOCC3)C2)c(C)c1 (centres undefined),1.4,-5.3,-0.3,-1.5,2.2,8.6,-0.4,1.5,9.8,-1.1,1.2
COc1ccc(-c2csc(Cc3nnc4n3CCCCC4)n2)cc1,12.0,/,-4.7,-1.7,0.2,3.2,7.3,11.6,1.8,0.5,-0.8
COC(=O)C(=C/C(C)=C/c1cccnc1)C(=O)OC,44.7,8.6,0.5,2.4,-1.4,60.5*,39.0,-49.1,43.0*,-5.4,1.7
CCN(CC)c1ccc(S(=O)(=O)N2CCOCC2)cc1NC(=O)COC(=O)/C=C/c1ccco1,-4.0,-2.1,2.0,-5.8,/,2.2,-6.0,-5.5,5.6,7.5,0.1
O=C(CN1C(=O)NC2(CCCC2)C1=O)Nc1ccc(F)c(F)c1F,2.5,-3.7,3.7,-1.5,4.6,2.6,-28.9,-16.1,6.7,3.1,-1.9
O=C(NCC1CCCO1)c1ccc(-c2cccc(C(F)(F)F)c2)o1 (centres undefined),-16.4,-3.2,-9.3,-3.3,-0.6,-32.1,-0.5,-31.4,-10.7,-2.1,0.8
Cn1c(SCc2cc(=O)[nH]c3ccccc23)nnc1-c1ccc(Br)cc1,-4.9,-4.3,-0.9,1.4,0.6,0.8,-8.1,-12.5,6.5,-2.7,-0.7
Cc1ccc2nc(COC(=O)c3ccc(Cl)nc3)cc(=O)n2c1,-5.2,-9.1,-45.0,5.1,/,-4.6,-6.6,-4.4,-20.5,1.1,-1.7
Cc1noc(C)c1C(=O)NCc1cccs1,1.4,-7.5,-4.0,1.5,-0.3,1.9,-7.8,-38.2,7.3,2.0,0.7
Cn1c(=O)[nH]c(=O)c2c1nc(SCCC(=O)O)n2Cc1cccc(Br)c1,3.5,-2.2,13.1,3.2,3.5,5.5,15.6,15.3,13.9,-2.0,0.6
Cc1ccc(NC(=O)CCC(=O)NNS(=O)(=O)c2ccc(Cl)cc2)cc1C,9.2,-2.4,1.8,-7.5,/,21.0,-2.1,-0.6,18.2,0.9,0.3
Cc1cc(OCCCCCNCCO)cc(C)c1Cl,-12.5,-3.1,1.7,-7.7,1.8,11.2,-26.8,-9.9,-20.3,-0.4,-0.8
Cc1ccc(OCC(=O)NCCO)c(Br)c1,-18.1,-2.2,1.5,5.8,1.2,-45.3,-3.9,-23.6,-50.1,4.9,0.1
CCOC(=O)N1CCC(NC(=O)C2CCN(S(=O)(=O)N3CCCC3)CC2)CC1,5.7,-5.3,4.3,-4.0,-1.0,1.0,-0.9,-3.3,-2.5,-1.1,-2.1
COc1ccc(C(=O)N2CCN(C(C)=O)CC2)cc1S(=O)(=O)NCc1ccc(Cl)cc1,14.6,-4.7,-6.7,0.1,-1.6,0.4,2.1,-19.8,1.0,9.4,3.8
N#CC1(Nc2ccc(-c3ccc(NC4(C#N)CCCC4)cc3)cc2)CCCC1,4.1,-5.6,3.0,-2.0,/,-62.6,-4.6,27.5,27.4,-3.5,-0.6
CC(C)c1ccc(NC(=O)C2CCN(S(C)(=O)=O)CC2)cc1,-4.8,/,-2.1,1.4,-3.3,6.3,5.4,4.1,7.0,-4.0,-2.5
CC12CN(C(=S)Nc3ccccc3)CC(C)(CN(C(=S)Nc3ccccc3)C1)C2=O,-1.4,-9.2,12.7,3.0,-1.8,13.6,78.2,3.4,0.7,7.0,0.5
Cc1cc(C)n(/N=C/c2ccco2)c(=O)c1C#N,-10.3,-7.3,3.7,10.3,-1.1,7.6,-41.3,7.5,13.2,0.5,1.6
CCOC(=O)CSc1nnc(Cn2nnc3ccccc32)n1-c1ccc(F)cc1,/,-4.6,-2.2,1.9,-1.2,-4.8,17.5,10.2,9.6,0.6,0.5
COc1ccc(NC(=O)c2cccs2)c([N+](=O)[O-])c1,-45.5,/,6.9,-5.1,-2.9,-270.7,-52.8,-80.3,-234.2,-9.7,-3.5
O=C(Nc1ccc(Cl)cn1)c1ccc([N+](=O)[O-])o1,33.5,-17.5,3.6,-0.1,/,21.8,-43.6,-4.4,-75.4,-3.3,-3.1
COc1cc(/C=N/NC(=O)c2cc(-c3ccc4c(c3)OCO4)n[nH]2)ccc1O,-1.7,5.2,1.0,2.4,2.7,-45.9,-8.3,-23.9,-11.2,73.6*,-2.2
CCC(C)(C(=O)NC1CCCC1)N(C(=O)c1ccccn1)c1ccccc1 (centres undefined),-6.3,-4.8,5.9,-0.9,1.0,8.8,11.7,7.6,19.2,4.8,0.1
CCCCOc1ccc(C(=O)NCC(=O)NCC(c2ccc(F)cc2)N2CCOCC2)cc1 (centres undefined),0.6,-15.7,2.4,1.4,-0.6,1.0,19.5,-2.3,-4.5,-0.9,-0.2
OCC1(Cc2ccc(Cl)cc2)CCN(Cc2ccc3nsnc3c2)CC1,-10.2,-5.0,1.8,0.0,0.6,15.1,-8.2,-3.5,22.7,-7.9,-0.6
COc1ccccc1C(CNC(=O)c1cccc(S(=O)(=O)N2CCCc3ccccc32)c1)N(C)C (centres undefined),-22.9,-6.2,4.2,-11.2,/,20.0,-4.2,-15.0,11.6,8.4,-4.1
COc1ccc(Cl)cc1NC(=S)NCCO,-2.8,8.7,-4.4,1.1,1.1,6.3,-1.2,5.3,9.0,-8.7,0.2
CS(=O)(=O)N1CCN(c2ccccc2NC(=O)c2cccs2)CC1,-21.8,/,8.9,0.7,0.8,3.8,1.7,-19.7,5.5,19.7,-2.0

# Random excerpt: 2 compounds from above.
SMILES,MITF TRPM1 inh,CaV13 FRET inh,PDI inh,m5-HT2A agonist,NR2E3 ag-1,Peg3 promoter,Shn3 3UTR inh,NR2E3 ag-2,HIF-2a inh,H9c2 protect,iPSC survival up
CCOC(=O)C1CCN(C(=O)CCc2c(C)nc3c(-c4ccc(F)cc4)c(C)nn3c2C)CC1,/,-5.9,5.3,-3.3,-0.7,25.9,-3.2,-11.2,27.8,3.7,0.9
COc1cc(/C=N/NC(=O)c2cc(-c3ccc4c(c3)OCO4)n[nH]2)ccc1O,-1.7,5.2,1.0,2.4,2.7,-45.9,-8.3,-23.9,-11.2,73.6*,-2.2

# Next part
SMILES,MITF TRPM1 inh,CaV13 FRET inh,PDI inh,m5-HT2A agonist,NR2E3 ag-1,Peg3 promoter,Shn3 3UTR inh,NR2E3 ag-2,HIF-2a inh,H9c2 protect,iPSC survival up
CCn1c(=Nc2ccc(N3CCOCC3)cc2)ccc2ccccc21,3.9,/,2.2,-1.4,-1.9,-11.8,-11.8,-20.8,5.9,0.2,0.0
Cc1ccc(Sc2cnn(-c3ccccc3)c(=O)c2Cl)cc1,55.2,/,-4.8,4.0,6.4,28.3,-9.0,12.0,3.1,-24.3,-2.8
CC(=O)CCC(=O)N1CCC(n2nccc2NC(=O)c2ccccc2C)CC1,6.5,-6.2,6.8,5.8,1.0,-7.2,-4.6,-11.8,-8.1,1.4,-0.2
COc1ccc(-c2cc(N3CCCC3)n3ncnc3n2)cc1,-7.8,-4.6,1.7,-2.4,-2.4,7.1,26.0,-2.9,-1.6,-17.9,2.8
CCCCN1C(=O)C(CC(=O)NCCCN(C)C)CC(C(=O)N(CC)CC)=C1C (centres undefined),/,-5.1,5.8,0.7,/,10.3,-31.8,-12.8,8.3,3.3,0.4
COc1cc(-c2cc3nc(NCc4cccs4)ccn3n2)cc(OC)c1OC,/,-10.7,8.0,-3.8,/,8.6,13.6,-4.3,-86.2,31.4,-0.5
NCCCn1c(C(=O)c2cc(Cl)c(N)c(Cl)c2)c2ccccc2[n+]1[O-],11.4,-10.1,15.7,2.0,0.9,-0.1,20.7,-22.5,12.9,12.4,0.3
CCOc1ccc(NC(=O)CSc2nnc(Cc3cccn3C)n2-c2ccc(F)cc2)cc1,/,1.8,/,-0.3,2.9,7.3,-26.0,13.4,-17.4,0.3,-0.5
O=c1[nH]c(SCCOc2ccccc2)nc2ccccc12,-21.9,-8.5,-3.0,-6.3,2.1,-84.3,7.1,-64.8,-147.1,15.6,-1.7
CC(C#CCN1CCCCC1)OCCOCc1ccccc1 (centres undefined),-3.9,/,-4.0,3.1,0.4,3.6,10.3,1.4,9.1,-10.4,5.5
Cc1cccc(OCC(=O)OC(C)C(=O)Nc2ccc(Cl)cn2)c1 (centres undefined),4.8,-5.8,0.1,-0.6,2.4,-0.2,-1.9,7.0,-9.5,3.7,0.4
Cc1nc(N)sc1N=Nc1c(C)n(C)n(-c2ccccc2)c1=O,7.5,-6.1,-4.7,0.1,-1.0,-7.5,-5.7,4.6,0.8,-0.8,1.4
CCOC(=O)c1c(-c2ccccc2)oc2ccc(OCC(O)CN(C)C)cc12 (centres undefined),50.4,-7.1,6.8,-11.3,0.3,105.3*,-2.5,-8.4,5.8,-2.2,-0.3

# Screening results from PubChem.
